Compound activity as filed in PubChem BioAssay.
M1 PAM – human M1 muscarinic receptor positive allosteric modulators, primary screen, CHO-K1 cells, Fluo-8 calcium fluorescence, 1536-well. CHO-K1 hM1, ACh EC20; 0% = ACh EC20, 100% = maximal ACh. activation, % at 3 µM. actives 0.088% (n = 360,000); in the data active means activation above about 19%, passing the limit was not always enough
Target sequence (P11229 whole entry, looked up): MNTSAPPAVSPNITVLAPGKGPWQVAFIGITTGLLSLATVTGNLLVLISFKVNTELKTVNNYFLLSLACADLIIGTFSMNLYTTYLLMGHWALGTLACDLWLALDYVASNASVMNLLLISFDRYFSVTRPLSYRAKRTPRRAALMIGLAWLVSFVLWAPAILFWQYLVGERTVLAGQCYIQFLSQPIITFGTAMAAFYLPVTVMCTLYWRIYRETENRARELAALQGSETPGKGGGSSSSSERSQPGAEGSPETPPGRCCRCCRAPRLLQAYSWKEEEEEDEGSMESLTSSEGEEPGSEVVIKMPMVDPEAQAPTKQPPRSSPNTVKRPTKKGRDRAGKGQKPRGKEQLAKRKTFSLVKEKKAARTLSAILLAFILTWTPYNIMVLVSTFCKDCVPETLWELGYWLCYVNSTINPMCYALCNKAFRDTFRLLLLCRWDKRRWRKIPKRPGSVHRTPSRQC
CHRM5 antagonist – human M5 muscarinic receptor antagonists, primary screen, CHO cells, Fluo-8 calcium fluorescence. Muscarinic acetylcholine receptor M5 (Homo sapiens), P08912. CHO-hM5 cells, ACh EC80. inhibition, % at 3 µM. actives 0.59% (n = 360,000);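 active means inhibition above a per-plate cutoff, the mean of that plate's test compounds plus 3 SD, cut at about 27% in these data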;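 further: 0% = acetylcholine EC80 with DMSO and 100% = DMSO without agonist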
CRFBP-R2 agonist – agonists of CRF-BP/CRF-R2 complex, primary screen, cell-based, HEK293, calcium dye fluorescence, uHTS | actives 0.46% (n = 350,000) | AID 588473, 2011 | activation, % at 13.2 µM | calcium dye fluorescence (FLIPR); percent of saturating CRF peptide response | CRF-binding protein / CRF receptor 2 complex (human);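 active means activation of at least 50%, plus an integration ratio under a set limit after plate pattern correction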;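 further: plate controls were neutral control wells without compound for no effect and CRF at EC100 for full effect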
M5 ag – human M5 muscarinic receptor agonists, primary screen, CHO-K1 cells, Fluo-8 calcium fluorescence | actives 0.19% (n = 360,000) | activation, % at 3 µM | CHO-K1 hM5 cells; 0% DMSO wells, 100% maximal acetylcholine response | Muscarinic acetylcholine receptor M5 (Homo sapiens), P08912;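 active means activation above the run's mean over test compounds plus 3 SD, cut at about 23% in these data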;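 further: signal is peak over basal fluorescence ratio across the kinetic read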
CHRM4 PAM – human M4 muscarinic receptor positive allosteric modulators, primary screen, CHO-K1 cells, Fluo-8 calcium fluorescence. Muscarinic acetylcholine receptor M4 (Homo sapiens), P08173. AID 624126, 2012. activation, % at 3 µM. CHO-K1 hM4/Gqi5, ACh EC20; 0% = ACh EC20, 100% = maximal ACh. actives 0.4% (n = 360,000);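 active means activation above its plate's cutoff, the mean activation of sample wells plus 3 SD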; further: some results filed as inactive read as strong as hits
Target sequence (P08173 whole entry, looked up): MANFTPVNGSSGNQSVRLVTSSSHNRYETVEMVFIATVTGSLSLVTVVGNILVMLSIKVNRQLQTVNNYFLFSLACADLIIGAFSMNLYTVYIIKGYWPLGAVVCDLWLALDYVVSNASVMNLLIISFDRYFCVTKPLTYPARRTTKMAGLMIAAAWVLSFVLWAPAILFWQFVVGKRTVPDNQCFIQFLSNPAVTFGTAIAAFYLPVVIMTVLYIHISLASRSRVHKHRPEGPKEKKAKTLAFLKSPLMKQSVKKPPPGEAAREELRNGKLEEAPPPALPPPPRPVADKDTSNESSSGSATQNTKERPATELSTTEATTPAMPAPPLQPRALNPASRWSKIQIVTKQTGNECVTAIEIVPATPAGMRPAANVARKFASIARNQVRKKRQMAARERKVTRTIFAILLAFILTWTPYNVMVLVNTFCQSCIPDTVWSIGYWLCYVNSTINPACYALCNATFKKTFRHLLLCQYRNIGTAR
M4 ag – human M4 muscarinic receptor agonists, primary screen, CHO-K1 cells, Fluo-8 calcium fluorescence | actives 0.14% (n = 360,000) | activation, % at 3 µM | CHO-K1 hM4/Gqi5; vehicle 0%, full acetylcholine response 100% | Muscarinic acetylcholine receptor M4 (Homo sapiens), P08173 | AID 624127, 2012;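 active means activation above the run mean over all test wells plus 3 SD, cut at about 32% in these data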;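 further: peak over basal fluorescence ratio per well then scaled between controls; 0% = DMSO wells and 100% = acetylcholine at EC100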
M4 antag – human M4 muscarinic receptor antagonists, primary screen, CHO cells, Fluo-8 calcium fluorescence | CHO-hM4 cells, ACh EC80 | AID 624125, 2012 | actives 0.73% (n = 360,000) | Muscarinic acetylcholine receptor M4 (Homo sapiens), P08173 | inhibition, % at 3 µM;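 active means inhibition above its plate's cutoff, the mean inhibition of sample wells plus 3 SD, cut at about 27% in these data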;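 further: 0% = acetylcholine EC80 with DMSO and 100% = DMSO without agonist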
M5 PAM – human M5 muscarinic receptor positive allosteric modulators, primary screen, CHO-K1 cells, Fluo-8 calcium fluorescence. Muscarinic acetylcholine receptor M5 (Homo sapiens), P08912. actives 0.3% (n = 360,000). AID 624038, 2012. CHO-K1 hM5, ACh EC20 PAM; 0% = ACh EC20, 100% = ACh EC100. activation, % at 3 µM;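 active means activation above the run cutoff, the mean activation of all test compounds plus 3 SD, cut at about 18% in these data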
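Measured by: Fluo-8 calcium fluorescence; material: human M5 receptor in CHO-K1 cells; schedule: Post-acetylcholine fluorescence recording 140 s; benchmarks: low control EC20 acetylcholine (0%), high control EC100 acetylcholine (100%); read-out: Max/basal fluorescence ratio as % of EC20–EC100 ACh window; compound: single dose, 3 µM nominal final test concentration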
CHRM1 antagonist – human M1 muscarinic receptor antagonists, primary screen, CHO-K1 cells, Fluo-8 calcium fluorescence, 1536-well; Muscarinic acetylcholine receptor M1 (Homo sapiens), P11229; CHO-K1 hM1, ACh EC80 antagonist; inhibition, % at 3 µM; actives 1.3% (n = 360,000); AID 588852, 2011;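 active means percent inhibition above its own plate's cutoff, namely the mean of that plate's compound wells plus 3 SD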;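 further: peak over basal fluorescence ratio during 140 s after agonist addition; 0% = ACh EC80 plus DMSO and 100% = DMSO alone without agonist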
An asterisk follows results filed as active; / = not tested or not shown.

SMILES	M1 PAM	CHRM5 antagonist	CRFBP-R2 agonist	M5 ag	CHRM4 PAM	M4 ag	M4 antag	M5 PAM	CHRM1 antagonist
CCc1nc(SCC(=O)NNC(=O)C(C)C)c2ccccc2n1	7	-6	1.8	5	22	0	-4	7	-5
CC(=O)c1cn(C(=O)c2ccc(Cl)cc2)c2ccccc12	13	9	0.0	-1	-3	1	11	1	-20
COc1ccc(CNc2ccncc2)c(OC)c1OC	16	1	0.5	-7	4	1	-7	3	-23
O=C(CCNC(=O)c1ccccc1Cl)NCCC1=CCCCC1	5	2	-0.7	2	6	0	-5	-2	-17
CCOC(=O)c1ccccc1N=N/C(C(C)=O)=C(/C)O	11	7	-0.1	-1	4	0	-6	-1	-9
COc1cc(NC(=O)[C@@H]2O[C@H](CO)[C@@H](O)[C@H]2O)cc(OC)c1OC	-1	2	/	2	-1	1	-4	0	5
Cc1nc2cc(O)ccc2n1C	7	0	-0.2	-6	2	1	-11	7	-6
CCOc1cc(-c2sc(Nc3ccccc3)n[n+]2C)ccc1OC	0	10	-4.0	0	-4	0	-2	1	1
CN(C)CCOc1ccc2ccccc2c1	-3	2	-0.9	-3	0	1	-5	-1	5
CCCN1C2CCCC1CC(NC(=O)Nc1cccc(C(C)=O)c1)C2 (centres undefined)	8	-1	0.3	1	4	0	6	-1	-4
COC(=O)c1ccc(NC(=O)Nc2ccc(C)cc2)cc1	-7	15	4.1	5	-10	14	-15	-16	20
CCOC(=O)Cn1c(C)[n+](CC(=O)c2ccccc2)c2ccccc21	12	-5	-2.4	-4	11	0	3	5	-11
NC(=O)c1ccccc1N	14	10	-1.7	3	10	1	-11	-3	-7
COc1ccc(/C=N/NC(=O)c2c(Br)cnn2C)c2ccccc12	3	-6	-2.5	-5	6	5	-10	13	-11
O=C(CCN1CCCC1)Nc1cccc(Br)c1	6	1	2.3	-4	12	1	8	2	-8
CC(C)(C)c1ccc(C(=O)O/N=C(\N)Cc2cccs2)cc1	6	2	1.4	0	4	0	-1	-1	-11
COc1cccc(/C=N/Nc2cc(-n3nc(C)cc3-c3ccccc3)ncn2)c1O	-10	-1	-0.4	5	-3	11	-3	-6	22
COc1ccnc(CN(C)C(=O)C2CCC(=O)N(CCN(C)C)C2)c1 (centres undefined)	4	1	-1.3	-1	7	2	-12	1	-7
O=C(Cc1cn2ccsc2n1)Nc1ccccn1	0	-3	2.1	-1	-1	0	-7	-2	5
COc1ccc(CN(Cc2nc3ccccc3c(=O)[nH]2)C(=O)NC2CCCCC2)cc1	-1	0	2.0	-5	4	3	-9	1	3
Cc1cc(OCC(O)CN(CCO)CCO)ccc1Cl (centres undefined)	10	-10	-0.9	-2	5	1	6	-1	-13
COC(=O)c1ccc(OC(=O)CCc2cc(OC)c(OC)c(OC)c2)cc1	10	6	-0.5	3	-3	5	-2	4	-4
CCOc1ccc(NC(=O)NNC(=O)c2ccc(Cl)cc2Cl)cc1	5	1	-3.2	-2	9	0	4	6	-7
S=c1[nH]nc(-c2cccnc2)n1/N=C/C(Cl)=C\c1ccccc1	3	2	-3.3	0	5	1	-2	-2	-13
O=C(O)C1CC=CCC1C(=O)Nc1ccc(N2CCN(Cc3ccccc3)CC2)cc1 (centres undefined)	-2	0	0.3	-1	1	0	12	-1	-2
CC(C)(C)OC(=O)C[C@@H]1C/C=C\C[C@H](CC(=O)N[C@@H](CO)Cc2ccccc2)C(=O)N[C@H](C(C)(C)C)COC1=O	5	10	-0.8	-1	-2	0	1	-3	-14
Cc1ccc(-c2cnco2)cc1	7	3	4.2	-3	14	1	-9	-2	-14
O=C(N/N=C/c1ccco1)c1ccc(OCc2ccccc2)cc1	1	7	-1.6	2	10	2	-8	-7	-5
CCCCCC(=O)N1C[C@H](O)[C@@H](n2cc(COC(=O)c3ccccc3)nn2)C[C@@H]1c1ccc(OC)cc1	-7	8	0.2	0	-1	4	-4	-3	10
O=C(O)c1sccc1NC(=O)c1c(Cl)cccc1Cl	7	0	-0.3	-1	-1	0	-2	3	-7
Cn1c(=O)c2c(nc(CN3CCOCC3)n2CCN2CCOCC2)n(C)c1=O	13	-12	-0.1	2	10	0	-2	9	-7
COc1cccc(N2CCN(C(=O)c3ccc(Cl)c(NC4=NC5CS(=O)(=O)CC5S4)c3)CC2)c1 (centres undefined)	-6	-6	-0.3	2	-5	9	1	-2	8
COc1ccc2c(C)cc(SCC(=O)NC3CCCC3)nc2c1	11	2	-0.1	-2	-2	-1	10	-9	-11
O=C(C1CCN(S(=O)(=O)c2cccc3nsnc23)CC1)N1CCc2ccccc2C1	-8	7	-1.1	-5	-6	8	1	-21	15
Cc1cc(/C=C2/NC(=O)NC2=O)c(C)n1-c1ccncc1	8	11	1.1	-1	4	2	-6	-1	-12
O=C(CCC(=O)Nc1ccccc1)NNC(=O)c1ccccc1Cl	0	5	0.1	1	-7	1	9	-1	8
Cc1cccc(NC(=O)C(=O)NCCc2c[nH]c3ccccc23)c1C	5	1	1.9	5	-8	5	1	0	-17
Cn1nc(C(=O)OCC(=O)N(Cc2ccccc2)C(C)(C)C)c2ccccc2c1=O	8	4	-0.1	0	2	1	1	-3	-10
CCCCN=C1NN=C(c2cc3ccccc3o2)CS1	11	6	0.9	-3	2	0	3	-3	-15
CN(C)c1ccc(/C=N/NC(=O)c2cnc3ccccc3c2)cc1	2	12	0.1	0	-8	12	12	-7	2
Cn1c(=O)c2c(ncn2CCOc2cccc(Br)c2)n(C)c1=O	7	13	-0.9	4	-3	7	0	-5	-4
COc1ccc(NC(=O)N(C)C[C@H]2Oc3ccc(NC(=O)NC4CCCCC4)cc3C(=O)N([C@H](C)CO)C[C@@H]2C)cc1	6	15	-0.5	1	14	1	13	-3	-1
CCN(C(=O)COC(=O)c1c(C)noc1C)C1CCS(=O)(=O)C1 (centres undefined)	7	1	-1.1	-3	-5	1	0	-5	-3
COc1cccc(/C=C(/CC(=O)Nc2ccc(N3CCOCC3)cc2)c2nc3ccccc3s2)c1	4	7	2.6	2	2	0	-10	-2	0
Cc1ccc(S(=O)(=O)N(CC(=O)Nc2ccccc2C(=O)O)c2ccccc2C)cc1	17	-23	0.0	2	14	0	-9	10	-7
O=S(=O)(Nc1ccc2c(c1)OCCO2)c1cccc(F)c1	10	1	-4.5	-3	0	1	-8	0	-19
COc1ccc(S(=O)(=O)N(C)C[C@H]2Oc3ccc(NC(=O)NC4CCCCC4)cc3C(=O)N([C@H](C)CO)C[C@@H]2C)cc1	5	17	-0.8	-7	10	2	6	3	7
COc1ccc(NC(=O)CSc2nnc(Cn3cnc4ccccc43)o2)cc1	3	8	13	-3	0	1	3	1	0
Cc1c2n(c3ccccc13)CC/C2=N\O	-10	6	0.0	-1	-1	0	13	2	26
O=C(CNC(=O)c1ccc(Br)o1)NCc1ccc(Cl)cc1	10	-13	-2.9	-4	2	1	-2	8	-7
CCN(CC)CCNC(=O)c1cc(-c2ccc(Br)s2)nc2ccccc12	8	13	-0.1	-4	-7	12	-3	-14	-2
CCn1cnc2c(oc3ccccc32)c1=O	6	9	-1.6	-7	1	2	-3	11	-4
CCCn1nnc(NC(=O)COc2ccccc2Cl)n1	13	-8	-0.8	-1	11	3	-5	4	-29
CCCCNC(=O)CCC(=O)NNc1nc2ccccc2c2nc(C)nn12	8	3	2.4	-1	-7	0	0	-4	-19
Cc1ccc(NC(=O)CSCC(=O)NCCc2ccccc2)cc1	4	0	0.3	-2	-5	0	4	-3	-11
COC(F)(C(=O)Nc1ccc2c(c1)C(=O)NC2=O)C(F)(F)F (centres undefined)	-5	2	-1.0	-3	-5	1	9	-3	10
O=C(CNC(=O)c1ccncc1)N/N=C/c1ccccc1[N+](=O)[O-]	9	-1	-3.1	1	-4	1	3	-2	-5
Cc1ccc(-c2noc(CC(c3ccccc3)c3ccccc3)n2)cc1	3	-10	7.0	0	6	-1	-8	-2	0
CSc1ccc(NS(=O)(=O)c2ccc(-n3cnnn3)cc2)cc1	-5	1	0.8	4	-8	8	5	-6	3
C/C(=N\NC(=O)C(O)c1ccccc1)c1ccc(Cl)cc1 (centres undefined)	8	0	-0.7	2	3	1	-4	2	-16
(next part)
SMILES	M1 PAM	CHRM5 antagonist	CRFBP-R2 agonist	M5 ag	CHRM4 PAM	M4 ag	M4 antag	M5 PAM	CHRM1 antagonist
CCOC(=O)C1CCCN(C(=O)c2cc(Nc3ccc(OC)cc3)nc3ccccc23)C1 (centres undefined)	0	9	0.0	1	-16	11	-5	-15	3
O=S(=O)(Nc1ccccc1N1CCOCC1)c1ccccc1C(F)(F)F	4	7	-0.9	-5	0	0	9	-1	-4
Clc1nnc(NC2CCCCC2)c(Cl)c1Cl	3	1	-1.1	1	1	2	-9	-3	-15
COc1cccc(N(C(=O)Cc2cccs2)C(C(=O)NC2CCCC2)c2ccncc2)c1 (centres undefined)	11	10	-2.2	-3	5	1	-5	-3	-15
CCOC(=O)Cn1nc(C)n(-c2ccc(Cl)cc2)c1=O	11	9	0.1	0	3	1	-3	3	-13
COc1cccc(/C=C/c2ccc3ccccc3n2)c1OC(C)=O	-2	8	-1.8	1	9	6	9	-5	2
COc1ccc(-c2nnc(SCC(=O)NCc3cccs3)n2C)cc1	15	-2	-1.0	-1	-3	-1	-12	5	-9
CN1OC[C@@H]2CN(Cc3cc(Cl)cc(Cl)c3)[C@H](c3cccc(-c4ccccc4)c3)C[C@@H]21	5	3	0.6	3	-5	1	7	-4	-5
COC(=O)c1cc(C(=O)OCC(=O)N2c3ccccc3NC(=O)C2(C)C)cc([N+](=O)[O-])c1	1	15	1.5	1	-9	10	4	-13	4
O=C(CSc1nc2ccccc2s1)N1c2ccccc2Sc2ccccc21	-2	-2	7.9	-12	-6	-1	-8	-23	7

Single records (already shown). Order of values: M1 PAM, CHRM5 antagonist, CRFBP-R2 agonist, M5 ag, CHRM4 PAM, M4 ag, M4 antag, M5 PAM, CHRM1 antagonist
Listed for CCCCN=C1NN=C(c2cc3ccccc3o2)CS1 : 11, 6, 0.9, -3, 2, 0, 3, -3, -15
Listed for O=C(CNC(=O)c1ccncc1)N/N=C/c1ccccc1[N+](=O)[O-] : 9, -1, -3.1, 1, -4, 1, 3, -2, -5
Listed for COc1ccc(-c2nnc(SCC(=O)NCc3cccs3)n2C)cc1 : 15, -2, -1.0, -1, -3, -1, -12, 5, -9
Listed for COc1cccc(N(C(=O)Cc2cccs2)C(C(=O)NC2CCCC2)c2ccncc2)c1 (centres undefined) : 11, 10, -2.2, -3, 5, 1, -5, -3, -15
